Assay outcomes deposited in PubChem BioAssay by several laboratories.
Keap1 Nrf2 FP = Keap1-Nrf2 (human) interaction inhibition. AID 504523. inhibition, % at 9.4 µM. Keap1 Kelch-Nrf2 peptide fluorescence polarization, 1536-well. Q14145. 340,000 compounds, 0.15% hits; in the data active = inhibition above about 12%;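 also: human Keap1 Kelch domain with fluorescein labeled Nrf2 9mer peptide probe; 0% = neutral control wells and 100% = peptide positive control; higher means more block of Keap1 binding to Nrf2 peptide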
PKA-R2B activ = activators of human PKA-R2B complex; P22694+P31323; PKA-R2B holoenzyme dissociation, Cy5-IP20 fluorescence polarization; R2B truncated from residue 108, S112A mutant; 0% DMSO only, 100% 113 µM cGMP; activation, % at 11.4 µM; 340,000 compounds, 0.079% hits; AID 504700;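 active = activation above a cutoff set at the mean over all compounds plus 3 SD, cut at about 18% in these data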;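 also: higher means more holoenzyme dissociation and a rise in polarization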
Target sequence (P31323 whole entry, looked up, other chains not shown, the tested form may be a part): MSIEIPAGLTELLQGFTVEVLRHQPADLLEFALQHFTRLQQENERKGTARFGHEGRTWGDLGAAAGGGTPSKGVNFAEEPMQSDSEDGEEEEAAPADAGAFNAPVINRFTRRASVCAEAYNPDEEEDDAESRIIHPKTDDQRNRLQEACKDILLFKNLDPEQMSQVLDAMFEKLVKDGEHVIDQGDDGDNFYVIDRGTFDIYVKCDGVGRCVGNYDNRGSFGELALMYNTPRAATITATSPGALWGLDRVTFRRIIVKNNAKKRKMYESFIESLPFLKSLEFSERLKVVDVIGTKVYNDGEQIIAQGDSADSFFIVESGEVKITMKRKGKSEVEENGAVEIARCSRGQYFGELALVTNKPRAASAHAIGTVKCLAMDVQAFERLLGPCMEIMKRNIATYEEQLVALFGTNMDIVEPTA
CAL PDZ FP-1 = human CAL PDZ-peptide interaction inhibition; inhibition, % at 20 µM; AID 504414; 330,000 compounds, 0.02% hits; Q9HD26; purified CAL PDZ, TMR-peptide fluorescence polarization, 1 h;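 active = highest replicate inhibition of at least 40%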;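 also: plate controls were DMSO neutral control wells for no effect and unlabeled competitor peptide control wells for full effect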
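Material – purified CerCALP PDZ construct · Detection – FP readout, S and P plane fluorescence · Measure – percent inhibition from loss of millipolarization · Controls – unlabelled peptide for full inhibition, DMSO wells as neutral · Probe or stimulus – TMR-labelled reporter peptide T*-PRC34 bound in PDZ groove · Times – 1 h at RT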
cardiac RTF act = increases calcium sensitivity of human cardiac regulated thin filaments; P19429+P45379; IANBD-labeled TnC RTF fluorescence at EC20 calcium; 0% EC20 calcium, 100% full calcium; activation, % at 7.2 µM; 340,000 compounds, 0.24% hits;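 active = activation above the mean over all tested compounds plus 3 SD, cut at about 30% in these data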;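 also: rise in fluorescence read as greater calcium sensitivity of cardiac thin filaments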
Cardiac RTF inh = cardiac RTF calcium desensitization; P19429+P45379; IANBD-labeled cardiac RTF, Ca2+ fluorescence; inhibition, % at 7.15 µM; 340,000 compounds, 0.12% hits; AID 493244;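 active = inhibition above the mean inhibition of all tested compounds plus 3 SD, cut at about 17% in these data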;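 also: assay run at fixed EC70 calcium of 1.6 mM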
Rtt109 HAT inh = blocks Candida albicans Rtt109/Vps75 acetyltransferase activity. purified Rtt109/Vps75, ThioGlo CoA-SH fluorescence, 4 h. inhibition, % at 34.9 µM. 330,000 compounds, 0.16% hits. AID 540336;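 active = inhibition of at least 50% in every replicate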
SR-BI uptake up = activators of SR-BI mediated HDL lipid uptake; CHO ldlA[mSR-BI] cells, DiI-HDL uptake fluorescence, 3 h; 100 = double the neutral-control signal; activation, % at 12.5 µM; 320,000 compounds, 0.096% hits; AID 504775;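 active = mean replicate activation of at least 60% and every replicate at or above 60%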;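 also: 0% = median plate neutral-control signal and 100% = twice that signal; values of inactives mirror those of a sister screen read the other way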
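Test system: SR-BI-overexpressing, LDLR-lacking CHO cells; Also added: labelled HDL, 10 µg/mL; Measured by: bottom-read cell fluorescence after medium removal, ex 550/em 595 nm; Timing: 3 h uptake period with compound, 37 °C; Buffer or medium: F12, 0.5% BSA, 25 mM HEPES; Doses: single compound concentration, delivered by pin transfer.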
CAL PDZ FP-2 = inhibitors of human CAL PDZ peptide binding | purified CAL PDZ, TMR-peptide fluorescence polarization, 1 h | inhibition, % at 24.9 µM | 300,000 compounds, 0.92% hits | AID 602252;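 active = mean inhibition of at least 30% with at least half of replicates also reaching 30%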;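 also: 0% = DMSO neutral control and 100% = excess unlabeled competitor peptide PRC23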
LANA DNA inh = blocks KSHV LANA C-terminal domain binding to DNA; MBP-C-LANA/FAM-LBS DNA binding, fluorescence polarization; inhibition, % at 9 µM; 340,000 compounds, 0.078% hits; AID 504423;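 active = highest replicate inhibition at or above 60% at 9 µM, even if other replicates fall short; inactive = all replicates below 60% inhibition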;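 also: 0% = neutral control wells and 100% = 4 µM acridine orange control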
DAGLB inh = blocks human DAGLB lipase activity | Q8NCG7 | HEK293T DAGLB membrane lysate, EnzChek fluorogenic substrate | inhibition, % at 5.17 µM | 340,000 compounds, 0.059% hits; in the data active = inhibition above about 34%;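 also: 0% = enzyme with vehicle and 100% = wells lacking enzyme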
Target sequence (Q8NCG7 whole entry, looked up): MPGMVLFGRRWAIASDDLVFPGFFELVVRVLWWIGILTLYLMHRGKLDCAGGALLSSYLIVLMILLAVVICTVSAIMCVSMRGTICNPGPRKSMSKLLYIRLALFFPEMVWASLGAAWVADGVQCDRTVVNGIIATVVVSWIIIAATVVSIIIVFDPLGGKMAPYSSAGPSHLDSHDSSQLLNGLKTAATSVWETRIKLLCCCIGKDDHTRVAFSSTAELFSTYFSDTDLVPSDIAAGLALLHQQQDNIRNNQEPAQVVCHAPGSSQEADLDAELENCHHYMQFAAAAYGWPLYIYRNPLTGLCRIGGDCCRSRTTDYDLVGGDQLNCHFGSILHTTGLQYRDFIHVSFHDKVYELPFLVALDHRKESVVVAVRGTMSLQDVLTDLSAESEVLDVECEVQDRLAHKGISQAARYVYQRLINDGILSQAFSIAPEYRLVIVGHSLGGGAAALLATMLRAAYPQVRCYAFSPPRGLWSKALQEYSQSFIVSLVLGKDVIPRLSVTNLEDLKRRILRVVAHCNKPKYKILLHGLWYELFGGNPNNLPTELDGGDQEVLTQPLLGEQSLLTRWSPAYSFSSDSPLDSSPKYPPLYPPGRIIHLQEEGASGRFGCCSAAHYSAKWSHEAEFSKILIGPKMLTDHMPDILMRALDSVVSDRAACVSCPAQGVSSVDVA
The depositor's hits bear a star; x = not tested or not shown.

Sample of the layout:
SMILES	Keap1 Nrf2 FP	PKA-R2B activ	CAL PDZ FP-1	cardiac RTF act	Cardiac RTF inh	Rtt109 HAT inh	SR-BI uptake up	CAL PDZ FP-2	LANA DNA inh	DAGLB inh
CCCCC(CCC(=O)Nc1nccs1)C(=O)O (stereo not drawn)	-2	9	31	0	-9	-3	-5	-4	-0.3	0
CCN(C(=O)C(C)N1C(=O)/C(=C/c2cccs2)SC1=S)C1CCS(=O)(=O)C1 (stereo not drawn)	0	-10	-2.1	4	3	26	7	0	0.5	1

This part in full, repeating the preview:
SMILES	Keap1 Nrf2 FP	PKA-R2B activ	CAL PDZ FP-1	cardiac RTF act	Cardiac RTF inh	Rtt109 HAT inh	SR-BI uptake up	CAL PDZ FP-2	LANA DNA inh	DAGLB inh
CCCCC(CCC(=O)Nc1nccs1)C(=O)O (stereo not drawn)	-2	9	31	0	-9	-3	-5	-4	-0.3	0
CCN(C(=O)C(C)N1C(=O)/C(=C/c2cccs2)SC1=S)C1CCS(=O)(=O)C1 (stereo not drawn)	0	-10	-2.1	4	3	26	7	0	0.5	1
Cc1ccc(S(=O)(=O)N2CCN(C(=O)CC(C)n3nc(C)c(Cl)c3C)CC2)cc1C (stereo not drawn)	-2	-7	-1.9	-2	0	-13	2	x	-1.2	0
CCC(COC(C)=O)Nc1nc2c([nH]1)c(=O)n(C)c(=O)n2C (stereo not drawn)	-5	7	-0.8	9	-6	6	14	-2	0.2	1
COc1ccccc1N1CCN(C(=O)c2ccc(S(=O)(=O)N3CCCC3)cc2)CC1	-3	8	-0.9	-3	3	11	x	-3	-0.2	1
Cc1ccc(C(=O)NCc2ccc(Cl)cc2)o1	1	6	-1.0	-1	9	-7	-18	-16	-1.8	0
COc1cc([N+](=O)[O-])cc(/C=N/NC(=O)C(C)Nc2ccccc2C)c1O (stereo not drawn)	-4	2	0.7	4	1	0	-27	-7	-0.8	13
O=C(N1CCOCC1)C12CCC3CC(CC(C3)C1)C2	-5	8	-0.2	-1	-9	-8	20	-1	0.7	-3
COc1ccc(C/C(C)=N/NC(=S)Nc2ccccc2)cc1	-2	14	-1.5	-3	-7	x	7	-1	0.2	0
CCOC(=O)N1CCN(c2nc(-c3ccccc3)c3cc(C)ccc3n2)CC1	-2	-4	-1.7	-10	-4	18	-51	-5	8.8	-10
Cc1ccc(NC(=O)CN2CCCC2c2cccs2)cc1S(=O)(=O)N1CCCCC1 (stereo not drawn)	-2	-3	-0.5	-1	-5	9	-71	-2	-1.3	-5
CCc1ccc(OS(=O)(=O)c2cn(C)c(=O)n(C)c2=O)cc1	4	-4	7.1	5	-8	0	9	-3	-0.3	0
CC1C(=O)CC(c2ccc([N+](=O)[O-])cc2)NC1c1ccc([N+](=O)[O-])cc1 (stereo not drawn)	x	-11	-4.3	0	-2	-4	-21	0	x	0
O=C(Cc1ccc(S(=O)(=O)N2CCOCC2)s1)NCCC(c1ccccc1)c1ccccc1	-6	2	0.5	-1	-15	9	-2	3	-1.8	-4
O=c1oc2cc(O)ccc2s1	0	-5	0.4	8	-1	6	10	-3	-1.1	0
COc1ccccc1NC(=S)N(Cc1ccccc1)Cc1ccccn1	2	12	-0.6	0	-11	-3	-11	x	-1.9	-2
CC1(C)CC(=O)C2=C(C1)OC(N)=C(C#N)C21C(=O)N(CN2CCOCC2)c2ccccc21 (stereo not drawn)	3	-1	-2.5	2	-15	-5	-1	0	1.4	0
CCc1ccc2[nH]c(=O)c(CN(Cc3ccco3)S(=O)(=O)c3ccc4c(c3)OCCO4)cc2c1	3	4	0.1	6	-2	-15	2	-2	-0.5	-3
COc1ccc(-c2cc(C(=O)N3CC4(C)CC3CC(C)(C)C4)no2)cc1OC (stereo not drawn)	-6	1	-0.2	2	3	-3	-1	x	-0.7	-6
CCN(CC)C(=O)CC(c1ccc2c(c1)OCO2)c1c(OC)cc(OC)c2c(-c3ccccc3)cc(=O)oc12 (stereo not drawn)	-2	-6	-1.3	-1	0	-2	14	-3	2.0	-2

Ordered by value in PKA-R2B activ (highest first): some entries from above
Molecule | PKA-R2B activ
CCOC(=O)N1CCN(c2nc(-c3ccccc3)c3cc(C)ccc3n2)CC1 | -4
Cc1ccc(S(=O)(=O)N2CCN(C(=O)CC(C)n3nc(C)c(Cl)c3C)CC2)cc1C (stereo not drawn) | -7
CC1C(=O)CC(c2ccc([N+](=O)[O-])cc2)NC1c1ccc([N+](=O)[O-])cc1 (stereo not drawn) | -11

Additional records follow.
SMILES	Keap1 Nrf2 FP	PKA-R2B activ	CAL PDZ FP-1	cardiac RTF act	Cardiac RTF inh	Rtt109 HAT inh	SR-BI uptake up	CAL PDZ FP-2	LANA DNA inh	DAGLB inh
CC(C)NC(=O)COc1nncc2ccccc12	-4	4	-0.4	-4	1	x	1	-6	-1.1	2
Cc1cc(C)[n+]2[nH]c(N)c(N=Nc3ccccc3)c2n1	-3	-7	0.7	3	7	10	2	-3	0.2	-2
Cc1sc2nc(CSCC(=O)Nc3ccccc3C#N)[nH]c(=O)c2c1C	7	5	-1.2	-15	2	x	25	21	1.8	-2
Cc1nc2c(C(=O)N3CCCC3)cnn2c(C)c1Cc1c(F)cccc1Cl	-4	0	-2.2	3	-31	-8	0	-5	0.1	-4
Cc1ccnc(NC(=O)c2ccc(S(=O)(=O)N3CCCCC3)cc2)c1	-1	12	-0.7	-1	-2	-5	10	2	-0.9	-2
Cc1ccc(C)c(S(=O)(=O)Nc2ccc(C(N)=O)cc2)c1	4	2	0.1	-3	0	-9	8	7	0.3	1
CCOC(=O)c1c(C)[nH]c(C(=O)OCc2ccc(F)cc2)c1C	0	0	-1.1	-5	-2	-2	-10	2	0.5	-2
Cc1c(Cl)cccc1NC(=O)C1Cc2ccccc2CN1C(=O)c1ccccc1 (stereo not drawn)	-1	-2	-5.5	4	-3	16	2	-1	1.0	-1
O=S(=O)(c1cc(Cl)ccc1Cl)N1CCNCC1	-2	-3	-1.2	2	-1	2	8	x	0.0	0
C=CCn1cc(C(=O)NCCN(CC)CC)c(=O)c2cc(S(=O)(=O)N3CCCCCC3)ccc21	1	1	-0.2	-2	-5	0	7	-8	-2.2	3
CN(C(=O)COC(=O)CNC(=O)c1cccs1)c1c(N)n(Cc2ccccc2)c(=O)[nH]c1=O	-1	6	-0.1	-2	-8	1	8	1	2.3	-6
CCSc1nnc(-c2ccncc2)n1Cc1ccccc1	-2	4	-1.6	0	-3	24	22	-3	-1.2	-1
COc1cc(OC)c(OC)cc1CNC(=O)c1cc(=O)c2ccccc2o1	-6	-1	-0.6	-6	-5	-12	x	-5	0.5	0
Cc1ccn2cc(CNS(=O)(=O)c3cccs3)nc2c1	-2	3	-1.3	4	0	-4	x	-2	-0.5	1
COCC1CCCCN1C(=O)c1cccc(OC2CCN(S(C)(=O)=O)CC2)c1 (stereo not drawn)	-3	0	-1.2	-2	8	3	24	-1	-1.4	-1
CC(C)(C)C(=O)C1=C(O)C(=O)N(Cc2ccccc2)C1c1ccccc1Cl (stereo not drawn)	-3	-5	-0.9	-3	6	-2	-5	0	-3.6	7
Cn1cc(CN2CCCC(C(=O)Nc3cccc(-n4cccn4)c3)C2)cn1 (stereo not drawn)	0	0	-0.3	0	-10	-9	7	-5	-1.1	-1
COc1ccc(C2(NC(C)=O)CCN(C(=O)CCC(=O)O)CC2)cc1	-3	-9	-1.4	0	-11	-17	17	-2	1.5	-1
O=C(Cc1ccccc1F)OCC(=O)N1CCN(C(=O)c2ccco2)CC1	0	-12	-2.0	-7	-1	2	16	8	1.6	0
Cc1ccc(S(=O)(=O)N2CCN(C(=O)COC(=O)/C=C/c3cccc(Cl)c3)CC2)c(C)c1	-4	-7	-2.7	0	-10	5	12	-1	2.6	1
CCOc1ccc(CN(C(=O)c2ccccn2)c2ccc(OC)c(Cl)c2)cc1	-3	8	-0.5	-7	-1	11	4	-3	-2.1	1
CCOc1ccc(S(=O)(=O)N(CC)CC)cc1N	-2	7	-2.2	4	-3	-5	0	-1	0.1	0
Cc1ccc(C(=O)N2CCCC(Nc3ccc(C(C)C)cc3)C2)cn1 (stereo not drawn)	-1	-2	0.0	-5	0	4	-1	-4	-1.0	4
Cc1cccc(CN2CCC(Oc3ccc(C(=O)N4CCCCC4)cc3)CC2)c1	-1	2	-1.9	-1	3	0	-32	0	-1.2	-3
CCCCn1cnc2c(SCc3ccccc3F)nc(N)nc21	0	4	-2.0	-4	-10	6	2	x	-0.4	-1
Cc1ccc(S(=O)(=O)N2CCN(C(=O)c3ccc(COc4ccccc4)o3)CC2)cc1	-4	3	-1.2	-3	-2	5	x	5	-2.1	-4
CCCN1CCC(=NNc2ccc(S(N)(=O)=O)cc2[N+](=O)[O-])CC1	x	2	-0.2	-2	13	2	7	-5	x	3
CN(C)CCNC(=O)c1c(CSc2ccccc2)noc1C(=O)NCc1ccccc1	5	-18	-0.6	7	-9	1	-1	-3	2.6	5
CCCc1cc(=O)[nH]c(SCC(=O)N(CCC#N)c2ccc3c(c2)OCCO3)n1	3	3	-2.1	-3	-2	3	3	-2	-1.1	-3
Cn1c(SCC(=O)NC2CC2)nnc1-c1ccc(Cl)cc1	2	9	0.6	-1	4	2	18	-12	-0.4	-4
Cc1ccccc1OCc1nc2ccccc2c(=O)n1NC(=O)c1ccco1	3	5	-1.5	-6	0	10	14	0	-0.6	-2
O=c1c2[nH]c3ccccc3c2ncn1CCCn1ccnc1	-7	-1	-2.7	1	-4	x	14	1	-0.7	1
Nc1ccc(O)cc1C(=O)OCC(=O)c1ccc(C2CCCCC2)cc1	-5	2	0.7	-2	0	0	-2	-1	-0.5	4
Cc1ccccc1NC(=O)/C(C#N)=C\c1cn(CC(=O)O)c2ccccc12	0	x	-0.9	x	x	8	0	5	-0.9	x
CCN(CCO)C(=O)C(c1ccccc1)c1ccccc1	3	1	-0.2	-3	-6	-2	17	-1	1.3	-1
Cc1ccc(NC(=O)CCNS(=O)(=O)c2ccccc2)cc1S(=O)(=O)N1CCOCC1	4	-5	-0.6	-6	-5	7	12	-2	-1.0	1
COc1ccc(CCN(C)C/C=C/c2ccccc2[N+](=O)[O-])cc1OC	2	7	0.0	0	-7	0	20	0	1.9	0
Cc1cc(C)nc(NS(=O)(=O)c2ccc(N/C=C/C(=O)c3ccc(Cl)cc3)cc2)n1	1	-8	-3.1	-9	5	9	4	-2	-1.2	5
CCOc1ccc(NC2=CC(=O)CCC2)cc1	6	0	-0.8	-9	-8	0	2	-6	-2.7	-5
O=C(O)c1cc(-c2cccs2)nn1-c1ccccc1	-1	-3	4.3	0	-4	-3	17	-3	-0.6	-1
COc1cc([C@@H]2c3cc4c(cc3[C@@H](O[C@@H]3O[C@@H]5CO[C@@H](C)O[C@H]5[C@H](O)[C@H]3O)[C@H]3COC(=O)[C@H]23)OCO4)cc(OC)c1O	-1	14	-0.3	5	-6	2	0	-2	0.0	2
